Screens deposited in PubChem BioAssay by Sanford-Burnham Center for Chemical Genomics.
SENP7 block: SENP7 protease inhibition; Q9BQF6; recombinant SENP7, Z-RLRGG-aminoluciferin luminescence, 40 min; inhibition, % at 5 µM; hit rate 1.5% among 330,000; AID 434973;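 active = inhibition above about 50% at the single test dose, limit read from the data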;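 note: plate controls were DMSO with enzyme for no effect and no enzyme buffer wells for full effect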
UBC13 inh: blocks human UBC13 polyubiquitin chain formation | P61088 | hit rate 0.47% among 330,000 | inhibition, % at 20 µM | TR-FRET; in the data active = inhibition above about 45%, passing the limit was not always enough
Target sequence (P61088 whole entry, looked up): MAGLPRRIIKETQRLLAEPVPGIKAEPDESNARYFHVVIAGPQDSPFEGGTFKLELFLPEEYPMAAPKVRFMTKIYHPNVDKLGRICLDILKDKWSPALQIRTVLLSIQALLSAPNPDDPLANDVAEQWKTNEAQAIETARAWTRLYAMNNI
HKDC1 inh: inhibitors of human hexokinase HKDC1; Q2TB90; recombinant HKDC1, G6PDH/diaphorase resazurin coupled fluorescence; inhibition, % at 20 µM; hit rate 0.16% among 340,000;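 active = inhibition above about 35% when tested at 20 µM, limit read from the data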;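 note: plate controls were DMSO wells with enzyme for no effect and DMSO wells lacking enzyme for full effect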
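Test system: HK5 enzyme. Quantity: 5 µg/mL HK5 final. Reagent: glucose and ATP substrates. Schedule: 90 min reaction incubation at room temperature, dark. Technique: resazurin-to-resorufin fluorescence via G6PDH and diaphorase coupling, 525/613 nm. Control set: DMSO wells with and without enzyme mix.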
SENP8 block-1: blocks human SENP8 cleavage of Nedd8 substrate; Q96LD8; recombinant SENP8, Nedd8 substrate fluorescence; inhibition, % at 20 µM; hit rate 0.64% among 360,000; AID 602440; in the data active = inhibition mostly above about 40%, no sharp cut-off; inactive = mostly below about 27%
Target sequence (Q96LD8 whole entry, looked up): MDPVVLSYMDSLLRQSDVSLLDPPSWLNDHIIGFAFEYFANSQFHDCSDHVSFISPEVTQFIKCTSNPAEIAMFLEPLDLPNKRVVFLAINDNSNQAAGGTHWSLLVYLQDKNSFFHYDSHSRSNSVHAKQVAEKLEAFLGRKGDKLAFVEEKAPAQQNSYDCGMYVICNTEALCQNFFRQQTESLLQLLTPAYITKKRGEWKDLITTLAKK
PfG6PD inh: PfG6PD (Plasmodium falciparum) enzyme inhibition; PfGluPho enzyme, NADPH resazurin-diaphorase fluorescence; inhibition, % at 20 µM; hit rate 0.78% among 350,000; AID 504690;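 active = inhibition reaching at least a set limit at 20 µM in the primary screen, cut at about 59% in these data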;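 note: 0% = DMSO wells with substrate and 100% = DMSO wells lacking glucose-6-phosphate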
MIN6 prolif: inducers of beta-cell replication in MIN6 cells | AID 2380 | proliferation, % at 10 µM | hit rate 0.29% among 330,000 | MIN6 cells proliferation, ATPlite luminescence, 48 h; cells starved in 0.2% serum; 100% = growth in 10% serum;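 active = compounds whose signal lies at least 3.5 SD above the mean of all wells on their plate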;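 note: 0% = DMSO-treated cells in low-serum medium and 100% = 10% serum control; some compounds called inactive have numbers as strong as hits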
SENP6 inh: inhibitors of human SENP6 protease; Recombinant SENP6 catalytic domain, aminoluciferin luminescence; inhibition, % at 10 µM; hit rate 1.8% among 330,000; AID 2599;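 active = inhibition above about 50% at the single tested dose, limit read from the data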;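 note: plate controls were DMSO wells with enzyme for no effect and DMSO wells lacking enzyme for full effect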
Target sequence (Q9GZR1 628-1112 limits assumed): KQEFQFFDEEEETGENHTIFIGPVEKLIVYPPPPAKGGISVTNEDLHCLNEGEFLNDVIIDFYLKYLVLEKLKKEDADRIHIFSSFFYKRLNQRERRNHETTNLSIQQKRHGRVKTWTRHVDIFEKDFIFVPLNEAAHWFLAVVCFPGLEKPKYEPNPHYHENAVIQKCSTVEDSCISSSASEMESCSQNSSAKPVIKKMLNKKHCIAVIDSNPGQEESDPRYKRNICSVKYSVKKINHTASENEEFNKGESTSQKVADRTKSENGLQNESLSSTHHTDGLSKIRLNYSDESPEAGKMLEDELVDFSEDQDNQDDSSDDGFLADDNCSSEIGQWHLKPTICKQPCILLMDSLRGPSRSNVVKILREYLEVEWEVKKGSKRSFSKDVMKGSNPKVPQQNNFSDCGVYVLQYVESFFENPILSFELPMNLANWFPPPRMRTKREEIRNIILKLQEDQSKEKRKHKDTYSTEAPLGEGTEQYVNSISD
SENP8 block-2: SENP8 protease inhibition | Q96LD8 | purified SENP8, Z-RLRGG-aminoluciferin cleavage, luminescence | inhibition, % at 10 µM | hit rate 1.2% among 330,000 | AID 2540; in the data active = inhibition above about 50%
SENP1 FRET inh: blocks the human SENP1 SUMO protease catalytic domain; Q9P0U3; recombinant SENP1 catalytic domain, CyPet-SUMO1-YPet FRET cleavage; inhibition, % at 10 µM; hit rate 0.21% among 360,000;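 active = inhibition at least 30% at 10 µM, raw YFP signal under a set limit, fluorescence ratio 0.5 to 1.5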;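 note: 0% = enzyme with DMSO and 100% = no enzyme wells; some results filed as inactive read as strong as hits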
Target sequence (Q9P0U3 419-644 limits assumed): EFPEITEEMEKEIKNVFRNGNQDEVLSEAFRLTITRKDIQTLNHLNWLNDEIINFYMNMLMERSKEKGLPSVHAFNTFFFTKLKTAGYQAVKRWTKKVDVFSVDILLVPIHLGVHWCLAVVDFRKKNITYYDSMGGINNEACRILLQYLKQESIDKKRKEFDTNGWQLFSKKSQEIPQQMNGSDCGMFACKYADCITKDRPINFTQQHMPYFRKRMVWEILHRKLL
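Controls: no-enzyme wells low, DMSO-plus-enzyme wells high control. Test system: human recombinant His6-tagged SENP1 catalytic domain enzyme. Reagent: SFCypet-SUMO1-SFYpet FRET protein substrate, 25 nM final. Doses: one dose per compound, 10 µM, 0.5% DMSO. Detection: FRET, CFP and YFP emission. Timing: 50 min reaction at room temperature.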
Active calls of the source: *; . = no result given. Not a hit list. Share with any hit: about 4%.

SMILES	SENP7 block	UBC13 inh	HKDC1 inh	SENP8 block-1	PfG6PD inh	MIN6 prolif	SENP6 inh	SENP8 block-2	SENP1 FRET inh
Cc1ccc(CNC(=O)Cn2nnc3ccccc3c2=O)cc1	6	-14	-9	13	-7	-3	-4	-2	0
Cc1ccc(-c2nn(-c3ccccc3)cc2C(=O)OCC(=O)Nc2ncc(Cl)cc2Cl)cc1	1	2	0	2	-5	-4	-13	0	-9
CCCNC(=O)CCc1c(C)nc2c(c(C)nn2-c2ccccc2)c1C	-8	-4	-8	-91	1	-5	-14	-8	-4
Cc1cc(C)n(-c2ccc(C(=O)N3CCN(c4ccccn4)CC3)cc2)n1	-6	8	-5	-3	-1	4	-17	-6	2
CCOC(=O)C1=C(Nc2ccccc2)OCC1=O	-7	-5	-3	7	-3	-3	-17	-6	2
COc1ccc(C(=O)NCC(C)(C)CNC(=O)c2ccc(OC)c(OC)c2)cc1OC	-5	6	-3	7	12	-3	-23	0	0
O=C(Cc1cccs1)Nc1nnc(SCc2ccc(F)cc2)s1	-5	0	-3	12	-1	0	-10	-8	2
CCOC(=O)C1=C(C)NC(SCc2cc(=O)[nH][nH]2)=C(C#N)C1c1cccs1 (stereo not drawn)	0	-10	-1	8	-21	-2	18	6	-2
COc1c(F)c(F)c(C(=O)Nc2ccc(-c3nc4ccccc4[nH]3)cc2)c(F)c1F	-5	17	10	22	-12	1	9	5	4
COC(=O)C[C@H](NC(=O)Cn1cc(C)c(=O)[nH]c1=O)C(=O)OC	.	.	-2	16	2	.	.	.	-3
Cc1ccccc1-c1ccc(=O)n(CC(=O)Nc2ccc(S(=O)(=O)N(C)C)cc2)n1	-1	-4	-12	1	-4	0	2	1	3
NC(=O)N\N=C/C=C/C=C/c1ccc(F)cc1	-14	-16	-3	4	8	-2	-21	-8	1
COc1ccc(S(=O)(=O)NNC(=O)C23CC4CC(CC(C4)C2)C3)cc1	-2	0	-6	0	18	2	-10	-5	3
CCOC(=O)C1CCCN(c2c(Nc3cc(C)cc(C)c3)c(=O)c2=O)C1 (stereo not drawn)	8	-10	-17	19	-9	0	0	6	3
COc1cccc(NC(=O)c2ccc(-c3ccc([N+](=O)[O-])cc3)o2)c1	6	0	4	-49	64*	0	13	8	-26
CC(NS(=O)(=O)c1ccccc1)C(=O)NC1CCCC1 (stereo not drawn)	2	-3	-2	6	-3	-1	4	-2	-1
Cn1cccc1CNC(=O)Nc1ccccc1	5	-4	4	11	-15	-4	-11	-6	-1
O=C(c1cc(COc2c(F)cccc2F)on1)N1CCN(C2CCCCC2)CC1	-4	8	-2	-8	-1	4	-10	-7	-14
CCN(CC(=O)Nc1ccccc1OC)C(=O)C1CCC1	10	1	0	8	-1	-2	-9	-11	0
CC(Sc1nnnn1C)C(=O)Nc1ccccc1 (stereo not drawn)	7	-1	-1	9	-11	2	4	3	1
COc1ccc(C(=O)c2c3ccc(C(F)(F)F)cc3[n+]([O-])n2CCCN)cc1	-16	6	-2	-3	-8	-1	-16	-16	0
COC(=O)CC1(c2ccccc2)C(=O)c2ccccc2C1=O	15	-3	2	15	7	-3	8	4	2
CC(=O)NC1(c2cccc(F)c2)CCN(CC(=O)NC2CCCCC2)CC1	5	-8	-5	21	-3	0	-9	-2	1
Cn1c(-n2c(CCCN3C(=O)c4ccccc4C3=O)nc3ccccc3c2=O)nc2ccccc21	0	-8	-1	-182	1	0	4	-2	1
O=C(COC(=O)Cc1ccc(S(=O)(=O)N2CCOCC2)s1)Nc1ccccc1	0	8	2	10	-7	0	-7	6	-1
O=C(O)c1ccc(Br)cn1	8	-10	-12	18	-10	-4	5	-1	2
COc1cccc(C(=O)NC2CCCc3ccccc32)c1OC (stereo not drawn)	-1	0	2	2	-34	0	-28	1	1
COc1cc(OC)cc(C(=O)NC(=S)N(Cc2ccccc2)C(C)C)c1	8	11	-22	11	-6	-3	-10	5	2
COc1ccccc1N1C(=O)C2CC(C)=C(C)CC2C1=O (stereo not drawn)	-6	-3	-9	10	9	-1	-2	-12	2
CC(C)NC(=O)COC(=O)CNC(=O)c1cc(Cl)cc([N+](=O)[O-])c1	6	-6	-8	7	3	-4	-2	-2	3
COc1cc(C)c(C(C)C)cc1S(=O)(=O)N1CCOCC1	-3	5	-4	18	12	-3	-2	3	3
COCCCNC(=O)CCCn1c(=O)c2ccccc2n(CC(=O)Nc2c(C)cccc2C)c1=O	-8	5	-7	14	11	-2	-19	4	-1
COc1ccc(S(=O)(=O)Cc2ccc(C(=O)N3CCOCC3)o2)cc1	5	6	-4	11	-41	-2	1	-2	-8
Cc1[nH]c2ccccc2c1C(=O)CSC(=S)N(C)C1CCCCC1	0	9	-3	13	-5	0	-2	-1	1
C/C(=N\NC(=O)COc1ccc(C)cc1C(C)C)c1cc2ccccc2o1	2	3	-2	8	18	-6	-3	3	2
CC12CCC(C(=O)NCc3ccc4c(c3)OCO4)(CC1=O)C2(C)C (stereo not drawn)	3	-7	-4	16	2	-3	-18	-2	1
OCCOCCNc1ncnc2c1cnn2-c1ccc(Cl)cc1	11	1	-5	18	10	-2	-2	-19	-6
COc1cccc2c3cccc(OC)c3c3[nH]cnc3c12	.	.	8	-378	68*	.	.	.	-8
O=C(CCS(=O)(=O)c1ccc(Br)cc1)N1CCN(c2ccccc2F)CC1	8	4	-6	13	8	-2	-27	-3	3
CC(=O)Nc1ccc(S(=O)(=O)N2CCN(c3ccc([N+](=O)[O-])c(NCCN4CCOCC4)c3)CC2)cc1	10	-35	28	29	31	-1	-3	1	2
Cc1cccc(C2c3[nH]c4ccccc4c3CCN2C(=O)c2cc3c([nH]c2=O)CCCC3)n1 (stereo not drawn)	3	6	-3	-17	-3	-2	-14	0	-5
COc1ccc(CN(C)C(=O)Cn2cnc3c(OCc4ccccc4)ncnc32)cc1OC	3	8	-5	7	18	-3	-4	-4	0
COc1ccc(Cc2nnc(NC(=O)c3cccc(C)c3)s2)cc1	2	5	-11	5	-3	0	10	4	-3
CCOC(=O)C1=C(C)N(Cc2ccccc2)C(=O)NC1c1ccc(OC)cc1 (stereo not drawn)	-4	-12	0	29	-22	0	-6	-9	2
Cc1ccc(COC(=O)CN2C(=O)NC3(CCCC3)C2=O)cc1	-5	-10	-9	12	11	-6	9	14	2

Continued; it opens with the two that closed the last part.
SMILES	SENP7 block	UBC13 inh	HKDC1 inh	SENP8 block-1	PfG6PD inh	MIN6 prolif	SENP6 inh	SENP8 block-2	SENP1 FRET inh
CCOC(=O)C1=C(C)N(Cc2ccccc2)C(=O)NC1c1ccc(OC)cc1 (stereo not drawn)	-4	-12	0	29	-22	0	-6	-9	2
Cc1ccc(COC(=O)CN2C(=O)NC3(CCCC3)C2=O)cc1	-5	-10	-9	12	11	-6	9	14	2
COc1ccc(-c2nc(C)sc2CC(=O)O)cc1	7	-1	-3	-1	-6	-2	-2	0	2
CCOC(=O)[C@H]1[C@H]2COc3ccc(C)cc3[C@@H]2N2C(=O)CN(Cc3ccc(C)cc3)C(=O)[C@@]12C	-4	5	4	1	2	-2	-2	8	-10
Cc1ccc(NS(=O)(=O)c2ccc(Cl)c(NC(=S)NC(=O)C3CCCCC3)c2)cc1Cl	-3	-19	2	12	6	-6	-42	-11	1
Cc1cc(NC(=O)C2CC=CCC2C(=O)O)no1 (stereo not drawn)	10	-2	0	29	-1	2	5	5	1
COc1ccccc1OCC(=O)NNC(=O)c1cccs1	.	.	11	22	4	.	.	.	2
Cc1ccc(CN(C)C(=O)c2cccc(S(=O)(=O)N3CCCC3)c2)o1	1	2	-7	1	8	-4	13	0	-2
O=C(NC(=S)Nc1ccc(-c2ccc(CO)o2)cc1)c1cccs1	-6	-6	4	-90	81*	-5	6	0	-8
CN(CC(=O)Nc1c(Cl)cccc1Cl)C(=O)c1n[nH]c2ccccc12	-8	-5	0	3	10	0	-8	1	0
CCOc1ccccc1NC(=O)C1CCCN1C(=O)OCc1ccccc1 (stereo not drawn)	3	16	-3	28	7	-1	-20	7	0
O=S(=O)(Nc1cc(Sc2ncn[nH]2)c(O)c2ccccc12)c1ccccc1	72*	-56	55*	31	102*	-5	79*	25	3
CC1CCN(C(=S)NCCc2ccccc2)CC1	7	10	11	18	3	-2	11	-8	1
CCOC(=O)C[C@H]1c2cc(F)ccc2S(=O)(=O)N1C(C)C	4	0	-8	6	2	2	1	3	1
CCOn1c(=O)c(-c2cc3ccccc3o2)[n+]([O-])c2ccccc21	-3	4	3	-307	12	6.8*	22	-5	-20
Cc1ccc2cc(CN(CCc3ccccc3)C(=S)NCCCN(C)C)c(=O)[nH]c2c1	10	17	-2	-5	4	-5	-14	-13	-2
c1ccc(CN2CCN(c3nc(N4CCOCC4)c4ccccc4n3)CC2)cc1	2	4	3	-186	16	-1	1	8	-42

Five compounds already listed, sorted by the number in PfG6PD inh, highest first:
molecule	SENP7 block	UBC13 inh	HKDC1 inh	PfG6PD inh	SENP6 inh	SENP1 FRET inh
c1ccc(CN2CCN(c3nc(N4CCOCC4)c4ccccc4n3)CC2)cc1	2	4	3	16	1	-42
CCOn1c(=O)c(-c2cc3ccccc3o2)[n+]([O-])c2ccccc21	-3	4	3	12	22	-20
Cc1ccc(NS(=O)(=O)c2ccc(Cl)c(NC(=S)NC(=O)C3CCCCC3)c2)cc1Cl	-3	-19	2	6	-42	1
COc1ccccc1OCC(=O)NNC(=O)c1cccs1	.	.	11	4	.	2
COc1ccc(-c2nc(C)sc2CC(=O)O)cc1	7	-1	-3	-6	-2	2

Continued:
SMILES	SENP7 block	UBC13 inh	HKDC1 inh	SENP8 block-1	PfG6PD inh	MIN6 prolif	SENP6 inh	SENP8 block-2	SENP1 FRET inh
O=C(/C=C/Nc1ccccc1OC(F)(F)F)C(F)(F)F	-10	-2	-4	16	-3	-1	-15	-9	-1
CCOc1ccc(-c2cc(C(=O)NCCCn3ccnc3)c3cc(Br)ccc3n2)cc1	2	3	0	-374	12	-7	-7	-3	-1
O=C(NCCCNC(=O)c1ccc(F)cc1)c1ccc(F)cc1	9	-1	-2	9	2	1	-5	-9	1
CC(=O)c1cccc(OC(=O)c2cc(S(=O)(=O)N3CCOCC3)ccc2N2CCCC2)c1	2	7	5	7	9	3	11	0	2
Cc1ccsc1/C=N/NC(=O)Cn1nc(C)c([N+](=O)[O-])c1C	-6	-14	0	0	-11	-3	-17	-1	0
COc1ccc(Br)cc1C1SCCN1S(C)(=O)=O (stereo not drawn)	-1	0	-3	21	15	-3	-9	-1	1
CCOC(=O)Nc1ccc(N2CCOCC2)c(S(=O)(=O)Nc2ccc(Cl)cc2)c1	1	8	-4	11	5	-3	-1	12	-1
COc1ccc([C@@H]2[C@@H]3C(=O)N(C(C)(C)C)C(=O)[C@@H]3[C@]3(CC(C)C)C(=O)N(c4ccc(C(F)(F)F)cc4)C(=O)N23)cc1	2	-36	-5	10	1	-6	-5	-8	1
CCOC(=O)C(Cc1ccc(O)cc1)NC(=O)CNC(=O)C1CCCN1C(=O)OC(C)(C)C (stereo not drawn)	-5	9	-8	0	0	-1	-3	6	0
COc1ccc(CN2CCCCCC2)cc1OC	14	-4	-6	5	-4	-2	7	-9	0
C=CCn1c(=O)/c(=C2/Sc3ccccc3N2CC)s/c1=C1/C(=O)NN=C1C	7	-91	.	.	.	-5	8	-2	.
COc1cc(/C=C2\SC(=O)NC2=O)ccc1Oc1ccc([N+](=O)[O-])cn1	-2	-6	0	10	-2	-2	-13	-6	-1
O=C(Oc1cccnc1)c1ccc([N+](=O)[O-])cc1Cl	1	6	-7	11	11	-1	-13	0	3
Cc1sc2nc(CN3CCCC3)nc(Cl)c2c1C	1	10	-14	-12	1	-3	7	-1	-7
